EBNA-1 inhibitor = blocks EBNA-1 binding to DNA | 300,000 compounds, 0.34% hits | EBNA-1 DNA binding, fluorescence polarization | inhibition, % at 14.8 µM; in the data active = inhibition above about 28%
ZTA counter = ZTA (EBV) inhibition in EBNA-1 counter-screen | P03206 | ZTA-DNA binding, fluorescence polarization | inhibition, % at 11 µM | 320,000 compounds, 0.15% hits; in the data active = inhibition above about 33%
Target sequence (P03206 whole entry, looked up): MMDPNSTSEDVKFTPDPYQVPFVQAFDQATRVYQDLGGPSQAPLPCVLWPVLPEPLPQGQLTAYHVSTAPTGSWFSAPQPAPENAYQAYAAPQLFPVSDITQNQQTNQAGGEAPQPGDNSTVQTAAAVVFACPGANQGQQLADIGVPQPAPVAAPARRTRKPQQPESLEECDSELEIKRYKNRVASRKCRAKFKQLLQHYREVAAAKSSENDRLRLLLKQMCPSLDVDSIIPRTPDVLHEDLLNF
Yeast superoxide = lowers age-related superoxide in aged yeast cells. S. cerevisiae aged cells, superoxide DHE fluorescence; active compounds read low. superoxide response (% of plate mean), % at 10 µM. 330,000 compounds, 0.18% hits;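 active = superoxide response under a set limit, about three screen SD below normal, cut at about 65% in these data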;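 note: yeast aged for seven days with compound at 30 °C before DHE staining; 100% = average MFI of all compound-treated wells on the plate with controls excluded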
Fam108B inh = Fam108B inhibition, counter-screen for RBBP9 inhibitors; inhibition, % at 9.51 µM; recombinant Fam108B, FP-Rh probe fluorescence polarization; 300,000 compounds, 0.33% hits;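 active = inhibition above the screen mean inhibition plus 3 SD, computed separately per campaign, cut at about 18% in these data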;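 note: inhibitors lower polarization as less probe binds the enzyme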
MCL1 BIM primary = MCL1-BIM-BH3 interaction inhibition (human). Q07820. GST-MCL1 / FITC-Bim-BH3 fluorescence polarization. inhibition, % at 10.9 µM. 320,000 compounds, 0.68% hits. AID 2057;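 active = inhibition above the mean inhibition of all tested compounds plus 3 SD, set per campaign, cut at about 40% in these data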;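 note: 0% = DMSO wells and 100% = unlabeled Bim-BH3 peptide control; higher means more loss of mP so more displacement of Bim peptide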
BCLXL inh = inhibitors of human Bcl-xL; Q07817; GST-Bcl-xL / FITC-Bim BH3 peptide fluorescence polarization; inhibition, % at 10.9 µM; 320,000 compounds, 0.7% hits;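 active = inhibition above the mean of all tested compounds plus 3 SD, cutoff set per campaign, cut at about 30% in these data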;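 note: 0% = DMSO wells and 100% = unlabeled Bim-BH3 peptide competitor; inhibitors lower millipolarization by displacing the labeled peptide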
Target sequence (Q07817 whole entry, looked up): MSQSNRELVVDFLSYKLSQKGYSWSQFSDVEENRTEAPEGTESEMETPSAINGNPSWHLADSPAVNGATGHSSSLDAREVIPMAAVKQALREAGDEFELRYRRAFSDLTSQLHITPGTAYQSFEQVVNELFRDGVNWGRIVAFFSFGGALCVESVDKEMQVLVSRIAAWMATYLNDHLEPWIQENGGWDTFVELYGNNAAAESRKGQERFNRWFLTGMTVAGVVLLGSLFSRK
Efflux pump inh = antifungal efflux pump inhibition, Nile Red retention; S. cerevisiae Candida pump triplex; inhibition, % at 10 µM; 330,000 compounds, 0.44% hits; AID 485275;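 active = plate passing quality check with inhibition over a set limit, or well fluorescence over plate mean plus 4 SD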;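 note: Nile Red retained in pooled yeast measured as flow cytometry median fluorescence; 0% = buffer negative control and 100% = Enniatin B positive control; higher means more Nile Red kept so more efflux inhibition; some compounds called inactive have numbers as strong as hits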
MEX-5 binding = C. elegans MEX-5 TCR-2 RNA binding activity; Q9XUB2; MEX-5/FITC-TCR2 RNA binding, fluorescence polarization; active compounds read low; activity score (negative = inhibition of binding), % at 10 µM; 300,000 compounds, 0.38% hits; AID 1832;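 active = inhibition past about -25% in most replicates, and total fluorescence under double the plate's negative control median, limit read from the data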;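 note: 0% = DMSO and -100% = 5 µM competing unlabeled TCR2 RNA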
GLD-1 RNA inh = GLD-1-TGE RNA interaction inhibition (C. elegans); Q17339; purified GLD-1 + fluorescein TGE RNA, fluorescence polarization; AID 2280; 320,000 compounds, 0.44% hits; inhibition, % at 5.96 µM;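 active = percent inhibition above a per-plate cutoff, the plate mean of test compounds plus 3 SD, cut at about 30% in these data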;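 note: 0% = DMSO wells with GLD-1 and probe and 100% = wells lacking GLD-1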
Target sequence (Q17339 whole entry, looked up): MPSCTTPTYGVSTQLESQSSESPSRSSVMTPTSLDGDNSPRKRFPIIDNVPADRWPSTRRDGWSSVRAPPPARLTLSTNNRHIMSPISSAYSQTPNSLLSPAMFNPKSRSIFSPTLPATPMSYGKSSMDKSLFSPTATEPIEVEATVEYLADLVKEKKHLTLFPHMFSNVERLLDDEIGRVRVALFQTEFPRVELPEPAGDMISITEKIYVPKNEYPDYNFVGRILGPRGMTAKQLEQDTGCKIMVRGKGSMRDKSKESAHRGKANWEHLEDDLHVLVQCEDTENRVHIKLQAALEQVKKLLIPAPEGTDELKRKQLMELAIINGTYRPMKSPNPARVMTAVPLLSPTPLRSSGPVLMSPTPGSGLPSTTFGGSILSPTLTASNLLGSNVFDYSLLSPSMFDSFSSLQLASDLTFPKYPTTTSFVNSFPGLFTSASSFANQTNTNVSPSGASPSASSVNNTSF
* marks the source's active call; other numbers are inactive results; x = not tested or not shown.

Results follow in this order: EBNA-1 inhibitor | ZTA counter | Yeast superoxide | Fam108B inh | MCL1 BIM primary | BCLXL inh | Efflux pump inh | MEX-5 binding | GLD-1 RNA inh
CCS(=O)(=O)c1nnnn1-c1ccccc1S(C)(=O)=O
    -4 | -2 | 127 | 4 | 3 | 6 | 0.1 | 3.4 | 10
O=C(c1ccc([N+](=O)[O-])cc1)N1CCN(Cc2ccccc2[N+](=O)[O-])CC1
    0 | -2 | 124 | 0 | 13 | 12 | -0.1 | 0.5 | 4
CCCCS(=O)(=O)N1CCCC(C(=O)NCC2CCCO2)C1 (stereo not drawn)
    6 | -1 | 88 | -4 | -12 | 2 | -0.2 | -0.6 | 2
O=C(CCn1c(=O)[nH]c2ccccc2c1=O)N1CC=C(c2ccccc2)CC1
    -2 | -9 | 98 | 1 | 3 | -1 | 0.3 | -3.1 | -4
Nn1c(SCC(=O)NCCC2=CCCCC2)nnc1C(F)(F)F
    5 | -1 | 88 | -2 | -9 | -2 | -0.3 | -0.6 | -1
COCCNC(=S)N/N=C/c1ccc(N2CCOCC2)cc1
    -10 | 11 | 98 | -2 | 5 | 2 | 0.0 | -0.1 | -8
CCC(Sc1ccc2nnc(-c3ccc(F)cc3)n2n1)C(=O)O (stereo not drawn)
    6 | 14 | 99 | -1 | -1 | -7 | -0.2 | 0.7 | 3
CC1CCN(S(=O)(=O)c2ccc3c(c2)N(CC(=O)NCCCN(Cc2ccccc2)C(C)C)C(=O)CO3)CC1
    -8 | -4 | 101 | 4 | -6 | -2 | 0.3 | 1.0 | 9
CC(=O)Nc1ccc2c(c1)ncn2C1CCCCC1
    -3 | -7 | 110 | 10 | 7 | 9 | 0.0 | 3.1 | -3
CCOC(=O)C(=CNc1ccc(O)c(C(=O)OC)c1)C(=O)OCC
    4 | 6 | 101 | -1 | 0 | 2 | 0.2 | -3.1 | 2
COc1ccc(Br)cc1C(=O)Nc1cccc(C)c1C
    14 | 6 | 101 | -1 | 2 | 1 | 0.2 | 0.8 | -7
Cc1ccc(CN2CCN(Cc3ccc(-n4cccn4)cc3)CC2CCO)cc1 (stereo not drawn)
    -14 | -9 | 98 | -2 | 0 | -1 | 0.0 | 0.3 | 1
COc1ccc(S(=O)(=O)N2CCOCC2)cc1NC(=O)c1ccc(Cl)cc1
    44* | -9 | 105 | -1 | 7 | 2 | 0.0 | 2.5 | 7
NS(=O)(=O)c1ccc(CNC(=O)Cc2ccsc2)cc1
    5 | -15 | 94 | 1 | -2 | -1 | -1.4 | 1.1 | 1
O=C(COc1ccc2ccccc2c1)N/N=C/C1CC=CCC1 (stereo not drawn)
    -8 | -5 | 92 | 4 | 5 | 2 | 0.0 | -0.4 | 3
CN(C(=O)COC(=O)c1nc(Cl)ccc1Cl)C1CCS(=O)(=O)C1 (stereo not drawn)
    1 | 12 | 98 | -2 | -1 | -2 | -0.1 | -2.2 | 0
CC12CC(c3ccccc3O1)C(/C(N)=N/NC(=O)c1ccc(F)cc1)C(=O)N2 (stereo not drawn)
    -1 | -13 | 76 | -2 | 6 | 2 | 0.1 | -1.3 | 2
CCN(CC)C(=O)N1CCC(NC(=O)c2ccccc2)CC1
    -1 | -7 | 94 | 1 | -4 | 5 | -0.1 | -1.9 | 8
Cc1cc(C)cc(N(CC(=O)NCc2ccco2)S(=O)(=O)c2c(C)noc2C)c1
    0 | 5 | 92 | -1 | 0 | 5 | 0.1 | -1.8 | 3
COc1ccc(N2CCN(S(=O)(=O)/C=C/c3ccccc3)CC2)cc1
    17 | 12 | 108 | 1 | -1 | -2 | 0.0 | 3.3 | 1
Cc1oc(-c2ccccc2)nc1Cn1cccc1C1=NC(c2ccccc2)CO1 (stereo not drawn)
    -4 | -15 | 117 | 3 | 4 | 9 | 0.1 | -0.7 | 0
COc1ccc2[nH]c3c(NCCN(C(C)C)C(C)C)ncnc3c2c1
    -12 | -3 | 101 | -1 | -4 | -1 | 0.3 | x | -1
Cc1cc(C)cc(OCC(=O)OCC(=O)N(C)CC(=O)Nc2ccc(F)cc2)c1
    4 | 14 | 136 | 2 | -8 | -1 | 0.3 | -0.6 | 5
O=C(Nc1cccc(C(F)(F)F)c1)NC1CCCCC1
    9 | 13 | 110 | 1 | 2 | 5 | 0.0 | -2.4 | 0
CCC(C)NC(=O)CC(NS(=O)(=O)c1ccc(NC(C)=O)cc1)C(C)C (stereo not drawn)
    -15 | 4 | 130 | 2 | 2 | 4 | -0.1 | -3.1 | 2
CC(=O)c1cccc(N(CC(=O)NCC2CCCO2)C(=O)CCC(=O)Nc2cc(C)on2)c1 (stereo not drawn)
    3 | 12 | 100 | -3 | -6 | -2 | -0.1 | 0.8 | -14
COc1cccc2sc(N(CCN(C)C)C(=O)c3ccc(S(=O)(=O)N4CCCC4)cc3)nc12
    -1 | 0 | 104 | -3 | -7 | 0 | 0.0 | -0.1 | 3
CCn1c(SCC(=O)c2cc(OC)ccc2OC)nnc1-c1ccncc1
    7 | -10 | 101 | -3 | -3 | 0 | 0.0 | -0.8 | 4
O=C(COC(=O)/C=C/c1ccccc1)NC1CCS(=O)(=O)C1 (stereo not drawn)
    x | 3 | 97 | x | 11 | 7 | 0.1 | x | 3
COc1ccc(/C=N/NS(=O)(=O)c2ccc(C)cc2)cc1OC(=O)c1ccccc1
    10 | -4 | 79 | -4 | 3 | 0 | -0.1 | 1.2 | -2
CC(C)(C)C(=O)CN1C(=O)NC(c2ccccc2)(c2ccccc2)C1=O
    3 | 5 | 111 | -2 | 3 | 4 | -0.1 | 2.5 | 0
Cc1ccc(NC(=O)c2ccc3c(=O)n4c(nc3c2)CCCCC4)cc1F
    -5 | -1 | 99 | -4 | -3 | -5 | -0.2 | 0.1 | 8
CC(C)CCn1nnnc1CN1CCN(C(=O)c2ccco2)CC1
    -3 | -3 | 96 | -1 | 5 | 3 | 0.0 | -3.2 | -9
O=C(CN1C(=O)C2C3C=CC(C4CC34)C2C1=O)NCc1ccco1 (stereo not drawn)
    13 | 13 | 99 | 2 | -3 | 5 | 0.0 | -0.7 | -2
O=C(CCN1CCOCC1)N/N=C/c1cc([N+](=O)[O-])ccc1OC(F)F
    13 | 9 | 97 | 2 | 0 | -2 | 0.0 | 1.5 | -6
COc1ccc([N+](=O)[O-])cc1NC(=O)c1ccc(N(Cc2ccccc2Cl)S(C)(=O)=O)cc1
    9 | 1 | 101 | -2 | 15 | 4 | 0.0 | 0.5 | -2
Cc1nn(Cc2ccccc2)c(C)c1NS(=O)(=O)c1ccccc1
    -1 | -5 | 101 | 0 | 8 | 4 | 0.1 | -2.0 | 8
CC1(C)CC2(CC(c3ccccc3)Oc3cc(O)ccc32)NC(=O)N1 (stereo not drawn)
    9 | -16 | 93 | 1 | 10 | 9 | 0.1 | 2.8 | -4
COc1cc(-c2nc(N)n[nH]2)cc(OC)c1OC
    10 | 15 | 98 | -2 | -2 | -3 | 0.0 | -0.9 | 10
COc1ccc(CCNc2ccc(C(CC(N)=O)NC(=O)c3ccc(Br)cc3)cc2[N+](=O)[O-])cc1 (stereo not drawn)
    7 | 4 | 108 | -6 | -14 | -8 | -0.1 | -2.6 | -14
CCOc1ccc(-c2cccc(NC(=O)c3ccc(Br)o3)c2)nn1
    1 | 7 | 85 | -1 | -5 | 0 | 0.0 | 0.2 | 2
O=C(CSc1ccccc1)Nc1ccc2c(c1)OCO2
    -6 | -3 | 78 | -1 | -29 | 0 | 0.0 | -0.2 | 5
CNC(=S)N1CCC(c2nc3ccccc3s2)CC1
    1 | 26 | 112 | -7 | -4 | 3 | 0.0 | -3.3 | -5
CN1CCN(c2nc3c(c(=O)n(C)c(=O)n3C)n2CCSc2nnnn2-c2ccccc2)CC1
    -1 | -15 | 104 | -2 | 5 | 2 | 0.4 | 0.5 | 0
CC1(C)CC(=O)C(C(c2cc([N+](=O)[O-])ccc2Cl)C2C(=O)CC(C)(C)CC2=O)C(=O)C1
    7 | -14 | 124 | 0 | 0 | 2 | -0.2 | 0.4 | 0
COc1ccc(C)cc1NC(=O)c1ccc([N+](=O)[O-])cc1[N+](=O)[O-]
    -1 | -11 | 109 | -5 | 4 | 0 | 0.1 | 2.4 | -2
Nc1ncc(Br)cc1S(=O)(=O)NCCc1ccccc1
    2 | -5 | 83 | 0 | 1 | 3 | 0.0 | -0.2 | 1
COc1ccc(C(CC(=O)Nc2ncccc2C)N2Cc3ccccc3C2=O)cc1 (stereo not drawn)
    -1 | -10 | 96 | 8 | 4 | 4 | 0.0 | 2.7 | 2
Cc1cc(S(=O)(=O)Nc2cccc(Cl)c2)c(C)s1
    -15 | -15 | 104 | -3 | -2 | -1 | 0.1 | -2.0 | -8
CN(C)S(=O)(=O)c1cccc(NC(=O)COC(=O)/C=C/c2ccc([N+](=O)[O-])cc2)c1
    4 | 12 | 102 | 0 | 4 | 3 | -0.2 | -0.4 | 1
CCOc1ccc2nc(N(CCCN(C)C)C(=O)c3ccc(S(=O)(=O)N4CCc5ccccc5C4)cc3)sc2c1
    -16 | 5 | 120 | -1 | 2 | 3 | 0.4 | -3.1 | 1
Cc1ccc(CN2CCNC(=O)C2CC(=O)N2CCN(c3ncccn3)CC2)o1 (stereo not drawn)
    -13 | -6 | 104 | 5 | 1 | 6 | 0.3 | 0.7 | 5
O=[N+]([O-])C(=C1Nc2ccccc2N1)/C(Cl)=C(/Cl)Br
    6 | 6 | 94 | 1 | 8 | 9 | 0.0 | 1.7 | 7
CCCN(CCC)CCCNC(=O)Cn1cnc2sc(C)c(S(=O)(=O)N3CCCCC3)c2c1=O
    12 | 12 | 104 | -2 | 8 | 4 | -0.3 | 0.8 | 0
CCC(=O)Nc1cccc(C(=O)Nc2nccs2)c1
    0 | 1 | 98 | -1 | -5 | 3 | 0.0 | 5.0 | 7
O=C(COc1ccc(Br)cc1Br)NN1C(=O)c2ccccc2C1=O
    3 | 0 | 99 | 2 | 1 | 5 | 0.0 | 3.9 | 0
CC(C)(C)c1ccc(/C=N/Nc2cccc(C(=O)O)c2)cc1
    8 | 4 | 88 | 0 | -3 | 6 | -0.1 | 2.9 | -2
Cc1ccc2nc(C)cc(Cl)c2c1
    1 | -17 | 77 | 0 | 1 | 0 | -0.1 | 0.3 | 4
CCC(c1nnnn1CCOC)N1CCN(C(=O)c2ccco2)CC1 (stereo not drawn)
    4 | 8 | 87 | -4 | 0 | 2 | -0.1 | -4.0 | 1
COc1ccc(-c2nnc(SCCC(=O)O)n2-c2ccccc2)cc1
    12 | -6 | 118 | 3 | -29 | -22 | -0.2 | -0.8 | -10
COc1ccc(-c2noc(-c3ccccc3-c3ccccc3)n2)cc1OC
    -3 | -7 | 106 | -3 | 8 | 4 | 0.0 | 0.3 | 1
O=C(Nc1cccn2ncnc12)c1ccc(Cl)cc1Cl
    6 | -14 | 91 | 3 | 3 | 6 | 0.1 | 2.0 | 6
O=C(OCC(=O)N1CCCC1)c1ccc(S(=O)(=O)N2CCOCC2)cc1
    11 | -10 | 95 | -1 | 3 | 0 | 0.0 | -0.2 | 4
